TDP-43 yeast inh – TDP-43 toxicity inhibition in yeast. TDP-43 expressing yeast growth rescue, BacTiter-Glo, 24 h. Potency, µM (highest dose often 46.1 µM), for the others: at the highest dose growth rescue (activation), actives largely listed as activators. actives 1.8% (n = 410,000); further: potency means the concentration at half of the fitted maximal effect; % of control where 0% means no effect; nearly all actives have a fitted effect of over 50% in size
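In this qHTS, compounds that restore growth of yeast expressing TDP-43 appear as activators. Cells (OD600=0.02, galactose medium, raffinose-pregrown) are incubated with compound 24 hr at 30 deg C and growth is quantified by BacTiter-Glo.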
D3 antag – D3 dopamine receptor (human) antagonism; P35462; D3R cells, DiscoveRx beta-arrestin luminescence, antagonist mode; active compounds read low; max response, negative = inhibition, %; actives 2.5% (n = 360,000); in the data active means max response below about -50%; inconclusive means no clear call, values can overlap the other calls; further: on the % scale 0 is the no-effect control and ±100 the full control effect; mostly tested at two doses, the higher about 12 µM
Target sequence (P35462 whole entry, looked up): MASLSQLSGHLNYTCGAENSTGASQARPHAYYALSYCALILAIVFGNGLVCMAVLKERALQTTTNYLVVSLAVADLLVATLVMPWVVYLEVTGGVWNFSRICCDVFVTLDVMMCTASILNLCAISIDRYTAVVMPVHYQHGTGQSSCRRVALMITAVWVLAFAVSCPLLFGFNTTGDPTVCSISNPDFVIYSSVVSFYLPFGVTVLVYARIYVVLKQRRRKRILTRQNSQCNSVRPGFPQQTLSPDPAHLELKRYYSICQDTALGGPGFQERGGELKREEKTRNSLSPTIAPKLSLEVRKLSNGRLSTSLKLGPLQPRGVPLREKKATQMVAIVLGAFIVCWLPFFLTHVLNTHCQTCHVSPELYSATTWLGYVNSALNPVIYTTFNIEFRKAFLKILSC
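Cells plated overnight at 1500 cells/well, then exposed to library compounds with dopamine controls for 90 minutes at 37 degrees C. DiscoveRx reagent added for 30–60 minutes at room temperature; luminescence read, quantitative HTS format.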
D3 ag – agonists of human D3 dopamine receptor | P35462 | D3R DiscoveRx beta-arrestin cells, luminescence, 90 min | max activation, % | actives 0.58% (n = 410,000) | AID 652048; in the data active means max activation above about 30%; further: 0% is about no effect; mostly tested at two doses, the higher about 12 µM
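Agonist-mode cell screen: cells plated at 1500/well and incubated overnight at 37 °C, then exposed to library compounds for 90 min at 37 °C. Detection reagent was added for 30–60 min at room temperature, and luminescence was read.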
GLP-1R inv ag – inverse agonists of human GLP-1 receptor; P43220; HEK293 GLP-1R CRE-luciferase, luminescence, 24 h; GLP-1R form is constitutively active; Potency, µM (titrated, usually from 38.3 µM), inactives show at the highest dose activity change, negative = inhibition, hits mostly inhibitors; actives 1.6% (n = 410,000); AID 624417; further: potency means the concentration at half of the fitted maximal effect; on the % scale 0 is the no-effect control and ±100 the full control effect; nearly all actives have a fitted effect of over 55% in size
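Constitutively active GLP-1R drives a cAMP-responsive luciferase in stably transfected HEK293 cells; test compounds are added after overnight (12 h) attachment and left 24 hr, and signal loss in luminescence marks inhibition.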
aSyn yeast inh – alpha-synuclein toxicity inhibition in yeast | Potency, µM (top dose mostly 46.1 µM), inactives show top-dose growth rescue (activation), usual class: activators | actives 0.14% (n = 370,000) | Yeast expressing alpha-synuclein, growth rescue, BacTiter-Glo, 24 h; further: potency means the concentration at half of the fitted maximal effect; % of control where 0% means no effect; nearly all actives have a fitted effect of over 65% in size
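Galactose-induced alpha-syn yeast (OD600=0.02, raffinose-pregrown) + pinned cpd, 24 hr, 30 deg C; growth by BacTiter-Glo luminescence. Growth restoration scores as activation.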
PTHR1 ag – PTHR1 (human) receptor agonism. Q03431. HEK293 GP2 PTHR1 cells, GloSensor cAMP luminescence, 1 h. Potency, µM (doses to about 115 µM), without a hit: top-dose activation, usual class: activators. actives 0.075% (n = 410,000); further: potency means the concentration at half of the fitted maximal effect; nearly all actives have a fitted effect of over 55% in size; some results filed as inactive show a strong effect at the top dose; inactives centre near -15; many of its hits are not listed in these tables
Target sequence (Q03431 whole entry, looked up): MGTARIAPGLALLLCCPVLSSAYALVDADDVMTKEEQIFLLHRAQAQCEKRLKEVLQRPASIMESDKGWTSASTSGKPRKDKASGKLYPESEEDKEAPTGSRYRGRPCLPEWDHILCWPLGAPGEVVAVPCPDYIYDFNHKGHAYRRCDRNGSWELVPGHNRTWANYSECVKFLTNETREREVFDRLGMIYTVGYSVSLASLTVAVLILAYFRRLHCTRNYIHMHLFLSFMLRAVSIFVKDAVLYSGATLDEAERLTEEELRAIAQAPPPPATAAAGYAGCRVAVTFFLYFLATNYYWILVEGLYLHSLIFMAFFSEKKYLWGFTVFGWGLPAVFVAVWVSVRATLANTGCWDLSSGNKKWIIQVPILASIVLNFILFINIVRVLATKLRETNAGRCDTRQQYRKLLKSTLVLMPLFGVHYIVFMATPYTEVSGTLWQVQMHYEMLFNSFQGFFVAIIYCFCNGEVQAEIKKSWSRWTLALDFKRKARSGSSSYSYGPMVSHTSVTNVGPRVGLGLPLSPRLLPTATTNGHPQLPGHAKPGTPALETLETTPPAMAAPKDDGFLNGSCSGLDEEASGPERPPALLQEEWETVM
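HEK-293-derived GP2 cells expressing PTHR1 and a GloSensor cAMP reporter, 3,000/well, plated overnight, given luciferin plus IBMX (each 0.5 mM as added) for 1 h at 37 °C, then compound for 1 h at 37 °C. Luminescence was read after 15 min at room temperature.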
KB-V1 cytotox – kills drug-selected multidrug resistant KB-V1 cells | KB-V1 MDR cells viability, CellTiter-Glo, 72 h | Potency, µM (titrated, usually from 46.1 µM), for inactives: at the highest dose activity change, negative = cytotoxicity, actives largely listed as cytotoxic | actives 3.4% (n = 400,000) | AID 1347076; further: potency means the concentration at half of the fitted maximal effect; on the % scale 0 is the no-effect control and ±100 the full control effect; nearly all actives have a fitted effect of over 60% in size
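Following 72 h at 37 degrees C with compound, KB-V1 cell viability was read by CellTiter-Glo luminescence, medium being phenol-red-free DMEM plus 10% FBS; concentration-response parameters came from normalized, curve-fitted qHTS data.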
HEK293 tox – cytotoxicity in counter-screen for GLP-1R inverse agonists | Potency, µM (top dose mostly 38.3 µM), for inactives: at the top dose activity change, negative = inhibition, hits mostly inhibitors | HEK293 cAMP-luciferase reporter cells, luminescence, 24 h | actives 0.13% (n = 410,000);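 further: loss of luciferase light is scored as toxicity; potency means the concentration at half of the fitted maximal effect; on the % scale 0 is the no-effect control and ±100 the full control effect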
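To flag toxic compounds, the library was rerun on cells for 24 hr at 37 deg C and 5% CO2. Viability-linked luminescence was captured 12 min after adding luciferase detection reagent.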
GLP-1R agonist – activates the human GLP-1 receptor | actives 0.007% (n = 380,000) | HEK293 GLP-1R CRE-luciferase, luminescence, 4-6 h; cells express a hypersensitive GLP-1R form | Potency, µM (doses to about 45.6 µM), for the others: top-dose activation, hits mostly activators | AID 624172; further: potency means the concentration at half of the fitted maximal effect; % of control where 0% means no effect
Starred values were filed as active, the others as inactive; i = inactive; ? = inconclusive; . = no result given; & = joins results of further samples; [ ] = dose if it differs, or a comment. Unless noted, the call rests on the fitted dose curve; in most records, active means well fitted curve in the direction sought with a large enough effect; inconclusive means small, poorly fitted or top-dose-only effect, or another doubt; inactive means no such curve, though single readings can be large; an effect the other way counts as inactive or inconclusive. Not all compounds are listed (hit frequency here may not be typical).

SMILES	TDP-43 yeast inh	D3 antag	D3 ag	GLP-1R inv ag	aSyn yeast inh	PTHR1 ag	KB-V1 cytotox	HEK293 tox	GLP-1R agonist
CCNC(=S)N1CCN(c2nc(-c3ccc(F)cc3)cs2)CC1	14.3%	-2.1	3.3	?	-11.4%	-93.2%[inhibitor]	?	0.6%	-2.1%
CCOC(=O)C1(Cc2cccc(OC)c2)CCCN(C(=O)c2cc(CC(C)C)[nH]n2)C1 (stereo not given)	-2.1%	-2.1	4.1	-20.8%	-9.8%	-25.1%	?	7.0%	11.4%
C=CCOC(=O)C1=C[C@@H](c2ccccc2)C[C@@H](OCc2ccc(CO)cc2)O1	22.5%	10.3	14.9	-29.3%	?	-72.8%[inhibitor]	1.2%	-11.7%	3.4%
O=C(O)C(Cc1ccc(F)cc1)c1ccccc1 (stereo not given)	?	-23.3	-2.2	7.7%	21.4%	6.6%	8.4%	7.0%	-0.9%
COc1ccc(OC)c(C(=O)N(C[C@H]2CC[C@@H]([C@@H]3CC[C@H](CO)O3)O2)C(C(=O)NC(C)(C)C)c2ccc(-c3ccccc3)cc2)c1 (stereo not given in full)	11.8%	-4.3	-18.2	-21.5%	2.1%	7.4%	0.0%	1.7%	8.9%
OC(c1ccc(F)cc1)c1ncc(-c2cccc(C(F)(F)F)c2)[nH]1 (stereo not given)	?	4.5	7.0	?	3.8%	i	6.8%	-4.1%	11.0%
COc1ccc(C(O)Cc2nccn2C)cc1 (stereo not given)	11.1%	1.9	7.4	5.2%	5.3%	i	?	7.3%	2.7%
CCCNC(=O)N(C)C[C@@H]1Oc2cc(Br)ccc2S(=O)(=O)N([C@@H](C)CO)C[C@H]1C	3.2%	-20.8	-14.7	10.8%	-0.7%	-21.6%	24.1%	18.0%	1.2%
Cc1ccc(Cl)cc1NC(=O)CC1NCCNC1=O (stereo not given)	-6.1%	-26.3	-10.7	9.8%	-5.4%	-4.2%[57.5 µM]	30.4%	-2.3%	-2.5%
CCNC(=O)c1c(O)c2c([nH]c1=O)CCCC2	16.3%	0.6	2.8	44.2%	5.1%	-8.8%	-12.5%	1.9%	1.2%
C(=N\Nc1ccc2nncn2n1)/c1ccco1	20.9%	18.8	17.2	4.3%	2.0%	-12.2%	8.4%	-1.1%	-1.8%
Cn1c(=O)c2cc(S(=O)(=O)NC(C(=O)NCc3cccnc3)c3ccccc3)ccc2n(C)c1=O (stereo not given)	10.0%	-4.2	-3.0	1.5%	-2.0%	-2.6%	-6.2%	19.7%	8.6%
CCOc1ccc(NC(=O)C(=O)NCC(c2cccnc2)N2CCc3ccccc32)cc1 (stereo not given)	0.0%	.	23.8	?	.	-91.7%[inhibitor]	18.4µM*	-15.9%	.
CC(=O)c1cccc(NC(=O)C2=CC(c3ccc4c(c3)OCO4)=NS(=O)(=O)N2C)c1	-8.3%&14.2%	-61.8*	-20.5&-18.9	-14.3%&6.0%	6.8%	-15.5%&-5.5%	0.0%&13.5%	-16.5%&-13.3%	-4.6%
O=C(NNS(=O)(=O)c1ccc(Cl)cc1)c1ccc(S(=O)(=O)N2CCCCC2)cc1	4.4%	-3.1	-6.6	5.6%	1.5%	-17.3%	6.3%	6.0%	-2.2%
O=C1C2C3C=CC(C4CC34)C2C(=O)N1/N=C/c1ccc(-c2ccc(F)cc2[N+](=O)[O-])o1 (stereo not given)	7.1%	-15.8	-3.4	?	0.2%	-28.0%	-4.8%	-21.2%	-4.3%
COC(=O)Cc1c(C)c2ccc3c(c2oc1=O)CN(Cc1ccc(C)cc1)CO3	2.1%	.	-18.5	1.1%	.	22.3%	-4.4%	268.3%[activator]	.
O=C(Nc1cccc2ccccc12)NC1CCCCC1O (stereo not given)	-16.8%	40.1	21.4	3.1%	-0.8%	-4.0%	9.2%	7.0%	-1.4%
CCN1CCN(C(=O)c2ccc3c(c2)N(Cc2cccc(Cl)c2)C(=O)c2ccccc2S3=O)CC1 (stereo not given)	-1.4%	.	-22.6	4.0%	.	i	.	5.2%	.
O=C(N/N=C/c1cccc(C(F)(F)F)c1)c1ccccc1O	?	5.0	-9.5	8.6%[7.66 µM]	-6.8%	-51.9%[inhibitor]	-26.4%	-1.6%[7.66 µM]	-1.6%
COc1cc(/C=N/n2cnnc2)ccc1Oc1nc(Cl)ncc1F	-0.4%	12.4	4.0	6.8%[7.66 µM]	-2.4%	-23.1%	-15.6%	1.8%[7.66 µM]	-1.5%
CCOP(=O)(Nc1ccc2oc(=O)c3ccccc3c2c1)OCC	9.2%	18.4	1.4	59.3%[activator]	1.9%	-12.4%	8.8%	0.9%	13.0%
CC(C)n1nc(C(=O)NCCc2ccc(S(N)(=O)=O)cc2)c2ccccc2c1=O	19.0%	0.0	3.6	49.8%[activator]	3.9%	i	0.0%	-5.5%	5.2%
COc1cccc(CNC(=O)CCCc2c[nH]c3ccccc23)c1	6.5%	-20.6	-5.7	?	2.6%	-16.4%	-8.9%	-8.6%	0.9%
CCC(=O)Nc1nn(C)c2nc3c(C)cccc3cc12	11.7%	12.0	-5.3	1.7%	-8.5%	-4.5%[57.5 µM]	2.5%	179.7%[activator]	4.6%
The results go on.
SMILES	TDP-43 yeast inh	D3 antag	D3 ag	GLP-1R inv ag	aSyn yeast inh	PTHR1 ag	KB-V1 cytotox	HEK293 tox	GLP-1R agonist
Cc1cccc(NC(=O)/C(C#N)=C/c2ccc[nH]2)c1C	?	-15.0	0.9	10.7%	-0.9%	-3.5%	-11.5%	5.9%	5.5%
COc1ccc(C(=O)CC(Nc2ccc([N+](=O)[O-])cc2)c2ccc(Cl)cc2)cc1 (stereo not given)	-4.4%	-23.2	-26.7	?	13.4%	-9.9%	6.51µM*	?	-21.6%
O=C1CCCc2c1cc(C(=O)NCc1ccco1)c(=O)n2-c1ccccc1	11.7%	3.9	0.9	7.4%	3.1%	i	-8.9%	5.0%	-1.1%
Cc1ccc(Nc2c(-c3ccc(Cl)cc3)nc3sccn23)c(C)c1	25.1µM*	.	1.7	14.1µM*	.	-1.7%	.	-9.7%	.
CCOc1ccc(NC(=O)C2CC(=O)N(Cc3ccco3)C2)cc1 (stereo not given)	10.2%	7.6	5.7	-9.6%	?	i	-14.1%	4.5%	-0.8%
CC(=O)NCCc1c[nH]c2ccc(OCc3ccccc3)cc12	9.4%	-8.2	-0.2	8.2%	-3.8%	-18.2%	-14.1%	4.3%	-3.3%
O=c1ccc(Oc2nc(N3CCCCC3)nc(N3CCCCC3)n2)n[nH]1	13.8%	-12.3	2.4	-16.5%	-5.3%	-10.3%[57.5 µM]	-24.0%	-0.6%	2.9%
Cc1cc(C)c2oc(C(=O)NCc3ccccc3)cc(=O)c2c1	-22.2%	-23.8	-8.1	24.2%	-4.9%	i	-5.1%	-1.7%	2.3%
CCc1ccc(OCC(=O)Nc2ccc(S(=O)(=O)N3CCOCC3)cc2)cc1	7.2%	15.6	2.1	?	-0.3%	-19.5%	-4.3%	7.8%	-3.3%
CCc1ccc(S(=O)(=O)Nc2ccc(-c3ccc4nnc(C)n4n3)cc2)s1	15.0%	15.6	0.2	57.9%[activator]	0.6%	-4.9%	2.1%	4.9%	?
CC(C)OC(=O)C(NC(=O)c1ccccc1)=C1CCCCC1	40.0%	-6.7	0.5	-9.5%	4.3%	-0.5%[57.5 µM]	20.6µM*	-12.9%	-5.3%
OCCN1CCN(c2nc(-c3ccccc3)nc3c2oc2ccccc23)CC1	-22.7%	-25.7	-18.4	?	-2.9%	-14.8%[57.5 µM]	?	-6.7%	5.9%
O=c1oc(-c2ccccc2Br)nc2ccccc12	?	?	-14.0	47.1%[activator]	-9.6%	-1.3%	16.5%	-4.0%	-0.9%
NC(=O)c1ncn([C@@H]2O[C@H](CNC(=O)[C@H](N)CSCc3ccccc3)[C@@H](O)[C@H]2O)n1	24.4%	31.3	16.2	5.7%	-15.6%	-24.8%	0.0%	5.8%	-1.8%
O=C(CN1CCCC1)NCC1(c2ccccc2)CCOCC1	-17.0%	-18.0	7.6	-9.4%	-7.5%	-7.4%[57.5 µM]	4.6%	0.5%	10.3%
COc1ccc(-c2cn3cccnc3n2)cc1NC(=O)CC(C)C	-6.4%	11.4	-2.5	0.0%	2.1%	i	-0.6%	-11.4%	9.9%
CCn1cc(C2=NC(C(C)C)CO2)c2ccccc21 (stereo not given)	17.5%	-7.2	-6.5	?	-1.9%	i	-6.7%	-9.4%	7.0%
CC1=C(C(=O)Nc2ccccc2C(=O)NCCCN2CCN(C)CC2)SCCO1	-23.1%	-5.1	-8.4	11.0%	-1.2%	?	24.0%	3.9%	-7.5%
Cc1ccc2c(c1)C(c1ccc(F)cc1)N(C(=O)C1CC1)CC(=O)N2 (stereo not given)	28.7%	-23.3	-3.5	-20.0%	-0.6%	i	-26.1%	-20.0%	3.1%
CCOc1cc(C(=O)O)ccc1OCCOc1ccccc1	?	11.9	0.4	1.1%	0.6%	i	-1.5%	-9.1%	0.1%
O=C1Cn2c(nc3ccccc32)N1c1cccc(C(F)(F)F)c1	-0.2%	30.8	-12.8	3.0%	-15.6%	-0.5%[57.5 µM]	1.5%	-3.7%	1.2%
CCc1nc2ccc(C(=O)N3CCN(C)CC3)cn2c1N(CCC(C)C)CCN(C)C	22.1%	29.3	8.0	5.1%	-0.1%	i	1.8%	-8.7%	-4.9%

Three records picked at random from the list so far, as already listed:
SMILES	TDP-43 yeast inh	D3 antag	D3 ag	GLP-1R inv ag	aSyn yeast inh	PTHR1 ag	KB-V1 cytotox	HEK293 tox	GLP-1R agonist
CCOc1cc(C(=O)O)ccc1OCCOc1ccccc1	?	11.9	0.4	1.1%	0.6%	i	-1.5%	-9.1%	0.1%
O=C1Cn2c(nc3ccccc32)N1c1cccc(C(F)(F)F)c1	-0.2%	30.8	-12.8	3.0%	-15.6%	-0.5%[57.5 µM]	1.5%	-3.7%	1.2%
O=C(O)C(Cc1ccc(F)cc1)c1ccccc1 (stereo not given)	?	-23.3	-2.2	7.7%	21.4%	6.6%	8.4%	7.0%	-0.9%
